# Compound activity deposited in PubChem BioAssay by several laboratories.
# L major viab: Leishmania major promastigote growth inhibition; inhibition, % at 10 µM; Leishmania major promastigotes, resazurin fluorescence viability; 200,000 compounds, 9% hits; in the data active = inhibition above about 50%;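 note: promastigotes grown with compound for 44 hours at 28 °C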
# APP 5UTR inh: APP translation inhibition. inhibition, % at 2 µM. AID 1285. 190,000 compounds, 0.82% hits. SH-SY5Y APP 5'UTR-luciferase reporter, luminescence;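 active = inhibition above a set limit, derived from the sample mean plus 3 SD, cut at about 45% in these data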; note: values of inactives mirror those of a sister screen read the other way
# RAM network inh: inhibitors of the yeast RAM network; 190,000 compounds, 1.8% hits; S. cerevisiae dse1pr::URA3 reporter, 5-FOA growth OD615, 2 d; analog-sensitive cbk1-as2 kinase mutant strain; inhibition, % at 50 µM;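 active = inhibition above a set limit, 3 SD over mean compound inhibition, cut at about 8.4% in these data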;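 note: 0% = DMSO-only wells with no growth and 100% = 10 µM 1-NA-PP1 full growth; inhibition rescues growth on 5-FOA so higher OD means more RAM inhibition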
# FLuc inhib CS: Photinus pyralis luciferase inhibition counter-screen; P08659; ATPLite firefly luciferase biochemical luminescence, 10 min; inhibition, % at 10 µM; 200,000 compounds, 1.5% hits; AID 1006;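 active = inhibition above about 50% when tested at 10 µM, limit read from the data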
# Target sequence (P08659 whole entry, looked up): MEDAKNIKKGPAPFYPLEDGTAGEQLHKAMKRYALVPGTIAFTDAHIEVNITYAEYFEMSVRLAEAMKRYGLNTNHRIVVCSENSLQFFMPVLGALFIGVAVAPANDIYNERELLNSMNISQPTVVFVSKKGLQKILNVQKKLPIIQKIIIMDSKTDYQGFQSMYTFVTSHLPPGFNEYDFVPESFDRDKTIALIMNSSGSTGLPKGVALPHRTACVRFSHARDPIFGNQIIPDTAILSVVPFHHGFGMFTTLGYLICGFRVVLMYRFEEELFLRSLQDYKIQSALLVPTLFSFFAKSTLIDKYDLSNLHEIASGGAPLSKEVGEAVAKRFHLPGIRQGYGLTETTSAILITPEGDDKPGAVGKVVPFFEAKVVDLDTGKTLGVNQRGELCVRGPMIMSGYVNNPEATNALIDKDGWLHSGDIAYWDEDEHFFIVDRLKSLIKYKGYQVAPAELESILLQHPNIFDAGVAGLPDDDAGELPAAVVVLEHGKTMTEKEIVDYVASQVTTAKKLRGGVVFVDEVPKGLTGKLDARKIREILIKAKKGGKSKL
# bIAP inh: intestinal alkaline phosphatase (bovine) inhibition; AID 1019; 190,000 tested, under 10 active; purified bovine IAP, CDP-star luminescence, 30 min; inhibition, % at 20 µM;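 active = over 50% inhibition of intestinal alkaline phosphatase at 20 µM in the single-dose screen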
#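 test system = bovine IAP enzyme | medium = DEA buffer 100 mM, pH 9.8, with MgCl2 1.0 mM, ZnCl2 0.02 mM | detection = luminescence | dosing = single compound dose of 20 µM, 2% DMSO final | incubation = 30 min reaction at room temperature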
# TNAP inh hi DEA: TNAP (human) inhibition, high acceptor; 200,000 compounds, 0.03% hits; P05186; inhibition, % at 20 µM; purified TNAP, CDP-star luminescence, 1 M DEA;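 active = over 50% inhibition of tissue-nonspecific alkaline phosphatase at 20 µM in the single-dose screen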;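 note: plate controls were DMSO wells for no effect and EDTA-quenched wells as full inhibition for full effect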
# Target sequence (P05186 whole entry, looked up): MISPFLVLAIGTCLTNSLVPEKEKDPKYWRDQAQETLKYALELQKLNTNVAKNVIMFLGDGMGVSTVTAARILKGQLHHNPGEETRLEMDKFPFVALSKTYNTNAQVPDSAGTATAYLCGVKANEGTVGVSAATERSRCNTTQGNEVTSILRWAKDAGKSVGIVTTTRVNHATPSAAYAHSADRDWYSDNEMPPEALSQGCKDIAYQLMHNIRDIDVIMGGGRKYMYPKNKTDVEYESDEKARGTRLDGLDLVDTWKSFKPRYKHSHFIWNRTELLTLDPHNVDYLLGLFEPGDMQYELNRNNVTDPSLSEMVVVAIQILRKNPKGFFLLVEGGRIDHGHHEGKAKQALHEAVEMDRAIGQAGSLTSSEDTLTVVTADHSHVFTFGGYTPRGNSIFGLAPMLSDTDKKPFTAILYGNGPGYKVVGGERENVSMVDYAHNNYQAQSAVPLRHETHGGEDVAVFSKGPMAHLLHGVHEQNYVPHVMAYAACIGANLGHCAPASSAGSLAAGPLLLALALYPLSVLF
# TNAP act hiacc: TNAP (human) activation, high acceptor. P05186. purified TNAP, CDP-star luminescence, 1 M DEA, 30 min; active compounds read high; 0 = EDTA background, 1 = DMSO-only activity. activation factor at 20 µM. 200,000 tested, under 10 active. AID 1136;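 active = activation factor at least 2 at 20 µM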
#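 Test system – human TNAP · Doses – 20 µM single point · Incubation – 30 min, room temperature · Signal – luminescent substrate turnover signal · Read-out basis – activation factor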
# bIAP act: increases bovine intestinal alkaline phosphatase activity; purified bovine IAP, CDP-star luminescence, 30 min; active compounds read high; fold of DMSO-control signal, blank-subtracted; activation factor at 20 µM; 200,000 compounds, 0.17% hits;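 active = activation factor of 2 or more at 20 µM, a signal rise over negative controls twice the positive control's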
# FLuc stim CS: firefly luciferase counter-screen for stimulation assays; ATPlite luciferase biochemical, luminescence, 10 min; 0 = ATP-free wells, 1 = DMSO control; activation factor at 10 µM; 200,000 tested, under 10 active; AID 1027;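 active = luciferase activation factor, scaled between plate controls, of at least 2 with compound at 10 µM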
#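 Assay system: Luciferase/luciferin reagent mix; Medium: PBS as buffer for the ATP substrate; Dosing: test compounds dosed from 2 mM stocks in 100% DMSO; Times: 10 min, room temperature; Signal: luminescence from luciferase reaction; Read-out: luciferase activation; Controls: No-ATP low control, compound-free enzyme-plus-ATP high control.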
# TNAP inh no acc: TNAP (human) inhibition, acceptor-free conditions; P05186; 200,000 compounds, 0.26% hits; inhibition, % at 20 µM; purified TNAP, CDP-star luminescence, 30 min;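 active = tissue-nonspecific alkaline phosphatase inhibition above about 50% at 20 µM in the single-dose screen, limit read from the data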;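 note: 0% = DMSO negative control and 100% = EDTA positive control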
# * = called active by the depositor.
item	SMILES	L major viab	APP 5UTR inh	RAM network inh	FLuc inhib CS	bIAP inh	TNAP inh hi DEA	TNAP act hiacc	bIAP act	FLuc stim CS	TNAP inh no acc
1	O=C(O)c1cccc(NC(=S)NC(NC(=O)c2ccccc2[N+](=O)[O-])C(Cl)(Cl)Cl)c1 (stereo not given)	-4.7	5.1	3.1	-4.9	-1.2	-5.5	1.1	1	1	-3.2
2	COc1ccc(/C(N)=N/OC(=O)c2ccco2)cc1OC	8.2	-79.5	-0.5	6.1	-0.1	1.3	1	1	0.9	-6.9
3	CCCS(=O)(=O)N1CCN(Cc2ccncc2)CC1	-3.1	-2.7	0.7	-4.7	8.6	-3.7	1	0.9	1	-12.5
4	CCCCn1cnc2c([nH]c3cc(OC)ccc32)c1=O	1.9	-23.6	1.0	-3.5	4.3	-4.6	1	1	1	-15.1
5	COc1ccc(CCNC(=O)c2cc(-c3ccc(Cl)c(Cl)c3)oc2C)cc1	2.1	0.3	4.5	-0.5	-8.8	-23.9	1.2	1.1	1	-132.8
6	O=C(Nc1cccc2cccnc12)c1cccnc1	24.4	9.6	0.1	-0.9	15.6	-1.2	1	0.8	1	-9.4
7	O=C(NCC1CCCO1)c1ccccc1-c1nc(-c2ccc(Cl)cc2)no1 (stereo not given)	7.4	2.0	-0.3	10.4	3.8	-0.9	1	1	0.9	-1.9
8	c1ccc2[nH]c(SCc3ccc(-c4nnco4)cc3)nc2c1	-3.5	-38.3	-0.3	42.2	-9.7	-6.6	1.1	1.1	0.6	-17.7
9	CCOc1cc(C2NC(=O)NC(O)(C(F)(F)F)C2C(=O)c2ccc(Cl)cc2)ccc1O (stereo not given)	-1.3	-11.2	0.1	-4.5	5.9	-1.2	1	0.9	1	-9.7
10	Cc1cccc(OCC(O)CN2CC3(C)CC2CC(C)(C)C3)c1 (stereo not given)	-0.1	49.4*	0.4	-6.2	-1.1	-1.0	1	1	1.1	-3.4
11	Cc1nc2c(C)cccn2c1C(=O)c1ccccc1	0.3	5.0	0.2	-0.1	5.5	-3.6	1	0.9	1	-15.4
12	Cn1c(SCC(=O)N2CCN(Cc3ccccc3)CC2)nnc1-c1ccncc1	-3.5	5.1	0.6	-5.9	9.4	-7.6	1.1	0.9	1.1	-15.0
13	C#CCN1C(=O)C(O)(CC(=O)c2cc(OC)ccc2OC)c2ccccc21 (stereo not given)	9.0	-0.8	3.9	-6.7	4.0	-8.6	1.1	1	1.1	-6.1
14	Cc1ccc(/C=C/C(=O)O)cc1S(=O)(=O)NCC1CCCO1 (stereo not given)	-3.8	-9.9	0.6	-8.7	-4.1	-4.0	1	1	1.1	2.0
15	O=C(NCCNc1ccc([N+](=O)[O-])cc1)c1ccccc1Br	1.5	21.7	0.9	2.1	16.7	10.2	0.9	0.8	1	8.9
16	O=C(NCC1CCCO1)c1cc2c(s1)CS(=O)(=O)C2 (stereo not given)	-9.9	-5.3	0.2	-1.5	2.1	-3.8	1	1	1	-7.6
17	COc1ccc(CN2C(=O)NC3(CCCCC3)C2=O)cc1F	-0.8	2.8	1.7	-6.3	10.3	-6.0	1.1	0.9	1.1	-11.5
18	CCCc1noc(-c2cccc([N+](=O)[O-])c2)n1	0.1	-13.3	0.1	-1.4	-16.9	0.6	1	1.2	1	-5.1
19	O=C(NCCc1ccccc1)C1CCCN(S(=O)(=O)c2cccnc2)C1 (stereo not given)	-1.6	-16.3	1.4	-2.2	-5.8	0.2	1	1.1	1	-5.5
20	Cc1c(/C(O)=C2/C(=O)C(=O)N(CCN3CCOCC3)C2c2cccnc2)cnn1-c1ccccc1 (stereo not given)	-4.7	-7.7	1.8	-5.2	8.2	-3.8	1	0.9	1.1	-11.6
21	NC(=O)/C=C/C(=O)Nc1ccc(Cl)cc1	6.8	-14.6	-0.4	-3.4	-4.4	-5.8	1.1	1	1	-12.1
22	Cc1nnc(SCC(=O)O)s1	-7.9	2.5	-0.1	-1.0	-5.0	-3.9	1	1.1	1	-5.7
23	COc1ccc(CCNC(=O)CSc2nnc(Cc3cccn3C)n2C)cc1OC	-1.6	-1.7	-0.4	-0.3	-4.6	1.6	1	1	1	-6.6
24	CSc1ccc(S(=O)(=O)Nc2ccc(OCC(=O)N3CCOCC3)cc2)cc1	-1.7	-11.5	1.2	-3.6	-12.5	-4.5	1	1.1	1	-15.5

# Copied from the list:
# Value of `O=C(NCCNc1ccc([N+](=O)[O-])cc1)c1ccccc1Br` in L major viab: 1.5
# Value of `CSc1ccc(S(=O)(=O)Nc2ccc(OCC(=O)N3CCOCC3)cc2)cc1` in TNAP inh hi DEA: -4.5

# A second format for some results above:
# Results follow in this order: L major viab, APP 5UTR inh, RAM network inh, FLuc inhib CS, bIAP inh, TNAP inh hi DEA, TNAP act hiacc, bIAP act, FLuc stim CS, TNAP inh no acc
7: O=C(NCC1CCCO1)c1ccccc1-c1nc(-c2ccc(Cl)cc2)no1 (stereo not given)
→ 7.4, 2.0, -0.3, 10.4, 3.8, -0.9, 1, 1, 0.9, -1.9
8: c1ccc2[nH]c(SCc3ccc(-c4nnco4)cc3)nc2c1
→ -3.5, -38.3, -0.3, 42.2, -9.7, -6.6, 1.1, 1.1, 0.6, -17.7

# Other results.
item	SMILES	L major viab	APP 5UTR inh	RAM network inh	FLuc inhib CS	bIAP inh	TNAP inh hi DEA	TNAP act hiacc	bIAP act	FLuc stim CS	TNAP inh no acc
25	CCOc1ccc(NC(=O)CN(C)C(=O)C2CCCC2)cc1OCC	-6.0	2.4	0.9	-0.8	-8.2	-1.3	1	1.1	1	-13.5
26	COc1cc(/C=C2\C(=O)N(CCC#N)N=C2C)ccc1OCC(=O)Nc1ccccc1	60.1*	-13.6	-0.9	26.7	2.0	0.5	1	1	0.7	-4.5
27	CCOC(=O)c1cnc(SC)nc1Oc1cccc(NS(=O)(=O)c2ccccc2)c1	7.1	26.1	6.2	-0.1	7.0	0.7	1	0.9	1	0.6
28	CC(C)(C)NC(=O)CSc1nncn1-c1ccccc1	-3.9	-5.4	-1.4	-8.9	13.8	-5.0	1.1	0.9	1.1	-4.5
29	COc1ccc(N/C(N)=N/c2nc(C)cc(C)n2)c(OC)c1	13.8	-14.8	1.5	-0.9	-22.2	-2.8	1	1.2	1	-6.0
30	COc1nc(N=C(N)N)nc2c(C)cccc12	29.0	18.5	0.8	0.4	8.0	-1.2	1	0.9	1	-4.5
31	C=CCn1c(SCC(=O)N2CCc3ccccc3C2)nc2ccccc2c1=O	7.2	-1.9	2.1	-0.5	-5.9	1.8	1	1.1	1	-1.2
32	O=C(Cc1ccc(Cl)cc1)Nc1cc(S(=O)(=O)N2CCOCC2)ccc1N1CCCC1	0.5	19.7	6.1	-5.8	-50.9	-3.9	1	1.5	1.1	-11.9
33	Cc1ccc(S(=O)(=O)Nc2ccc(S(=O)(=O)Nc3cc(C)nc(C)n3)cc2)cc1	-6.2	-0.1	0.7	-8.5	-18.1	-5.7	1.1	1.2	1.1	-8.8
34	O=C(Nc1cc(Cl)cc(Cl)c1)c1cnn2cccnc12	-1.4	6.6	1.4	-2.9	0.0	-3.4	1	1	1	-7.6
35	Cn1c(=O)cc(SCC(=O)N2CCN(c3ccccc3)CC2)c2ccccc21	8.7	-11.2	-0.1	-1.6	0.4	-0.7	1	1	1	-10.6
36	CC(=O)Nc1ccc(NC(=O)[C@@H]2CCCN2S(=O)(=O)c2ccc3c(c2)OCCO3)cc1	-2.2	4.5	0.3	-3.2	-1.9	-2.9	1	1	1	-9.7
37	Cc1c(Br)c(=O)oc2c(Br)c(O)ccc12	4.0	10.0	1.0	2.1	-12.1	-1.1	1	1.1	1	-12.6
38	Cc1c(N2C(=O)C(=O)/C(=C(/O)c3ccc(Cl)cc3)C2c2ccccc2)c(=O)n(-c2ccccc2)n1C (stereo not given)	-8.4	-0.9	5.5	-3.5	-18.8	3.2	1	1.2	1	-11.0
39	NS(=O)(=O)c1ccc(NC(=O)c2cc(Cl)ccc2Cl)cc1	8.9	-25.0	0.6	-4.5	-9.6	-1.3	1	1.1	1	-1.0
40	CCCNC(=O)NC(=O)COC(=O)CNS(=O)(=O)/C=C/c1ccccc1	-2.2	-5.2	1.5	-9.3	-4.4	-8.0	1.1	1	1.1	-11.5
41	CCOC(=O)C1(Cc2ccccc2)NC(c2ccccc2F)C2C(=O)N(CC)C(=O)C21 (stereo not given)	4.8	-5.7	-1.4	-1.2	-4.1	-7.6	1.1	1	1	-15.8
42	Cc1ccc(-n2c(=O)c3sccc3n(Cc3cc(=O)n4ccccc4n3)c2=O)cc1	-8.4	-18.6	3.1	-0.4	-6.2	2.9	1	1.1	1	-3.9
43	CC(CC(=O)NC1CCSC1=O)c1ccccc1 (stereo not given)	-1.8	13.1	3.7	-6.1	8.3	1.6	1	0.9	1.1	-7.7
44	COc1ccc(C(=S)N(C)C)cc1OC	-4.0	-0.9	1.2	-5.9	1.3	-0.4	1	1	1.1	-8.2
45	C/C(=N\NC(=O)c1cccc(S(=O)(=O)N2CCCCC2)c1)c1ccc(C)o1	82.0*	-2.4	2.4	-5.8	-1.0	-6.0	1.1	1	1.1	-4.9
46	c1ccc2[nH]c(CN3CCCCCC3)nc2c1	-5.8	4.2	0.7	-4.3	2.9	3.1	1	1	1	-2.9
47	COc1ccc(CC(=O)Nc2ccccc2NC(=O)c2ccco2)cc1OC	3.1	16.9	0.5	-0.9	-17.0	-7.2	1.1	1.2	1	-13.4
48	CC(C)N1CCN(Cc2nc3c(s2)CCCC3)CC1CCO (stereo not given)	-0.8	6.5	1.2	-7.2	-15.2	-5.5	1.1	1.2	1.1	-5.1
49	Cc1cc(C)n2nc(SCCCC(=O)c3ccc(F)cc3)nc2n1	-10.2	-18.1	1.9	-5.3	-5.2	-4.9	1	1.1	1.1	-6.6
50	COc1ccc(NC(=O)Nc2sc(=S)n(C)c2C)cc1	1.1	-11.6	3.5	4.1	-41.5	-0.1	1	1.4	1	0.4
51	COc1cc(CNc2ccc3c(c2)OCCO3)ccc1OCC(N)=O	12.4	-4.7	0.2	0.9	-12.5	0.0	1	1.1	1	-6.0
52	O=C(CN1C(=O)CCSc2ccccc21)Nc1cccc(F)c1	-4.3	22.4	3.4	-21.3	15.2	-2.1	1	0.8	1.2	-4.1
53	COC(=O)c1[nH]c2cc(OC)ccc2c1NC(=O)CCN1CCCCC1	1.3	18.9	-0.5	-11.4	1.3	-6.3	1.1	1	1.1	-10.7
54	Cc1ncc([N+](=O)[O-])n1CC(=O)NCCc1ccccc1	-4.5	22.1	4.3	-7.5	11.7	-4.7	1	0.9	1.1	-14.5
55	Cc1ccc(NC(=O)NN2CCOCC2)cc1	-0.5	-18.0	1.1	-7.3	15.5	2.7	1	0.8	1.1	-3.3
56	O=C(CN1CCN(Cc2ccccc2)CC1)Nc1ccc(-n2cnnn2)cc1	-0.7	-11.3	0.1	-9.5	7.8	-4.7	1	0.9	1.1	-6.9
57	COc1ccc(CNC(=O)C(C#N)c2nc3ccccc3nc2N2CCN(C)CC2)cc1 (stereo not given)	23.4	-1.7	-0.4	-6.3	20.4	8.6	0.9	0.8	1.1	2.0
58	Cc1ccccc1OCC(=O)NNC(=O)Nc1ccc(Cl)cc1	23.4	9.5	2.3	-5.4	-8.5	-3.9	1	1.1	1.1	-11.5
59	CC(=O)Nc1ccc(NC(=O)CCC(=O)OCC(=O)c2cccc([N+](=O)[O-])c2)cc1	-7.6	0.1	0.9	-4.0	-3.2	-4.4	1	1	1	-0.5
